# Mdm2-MdmX inh: disrupts the human Mdm2-MdmX interaction. O15151+Q00987. SaOS-2 split-luciferase Mdm2/MdmX complementation, luminescence. inhibition, % at 8 µM. 3% of 330,000 active. AID 485346;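 active = inhibition of at least 50% at 8 µM in the primary screen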
# Jurkat NFkB inh: lowers PMA/ionomycin-induced NF-kB signal in Jurkat cells; PMA/ionomycin-induced NF-kB luciferase reporter, luminescence; AID 435003; inhibition, % at 4 µM; 0.53% of 330,000 active; in the data active = inhibition above about 50%
# CXCR6 inh: blocks human CXCR6 beta-arrestin recruitment | inhibition, % at 20 µM | CHO-K1 PathHunter CXCR6 beta-arrestin, luminescence | 0.36% of 360,000 active | AID 602244 | O00574; in the data active = inhibition above about 34%, passing the limit was not always enough;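 note: antagonist mode with CXCL16 agonist at 10 nM final; 0% = 10 nM CXCL16 with DMSO and 100% = unstimulated wells without agonist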
# Target sequence (O00574 whole entry, looked up): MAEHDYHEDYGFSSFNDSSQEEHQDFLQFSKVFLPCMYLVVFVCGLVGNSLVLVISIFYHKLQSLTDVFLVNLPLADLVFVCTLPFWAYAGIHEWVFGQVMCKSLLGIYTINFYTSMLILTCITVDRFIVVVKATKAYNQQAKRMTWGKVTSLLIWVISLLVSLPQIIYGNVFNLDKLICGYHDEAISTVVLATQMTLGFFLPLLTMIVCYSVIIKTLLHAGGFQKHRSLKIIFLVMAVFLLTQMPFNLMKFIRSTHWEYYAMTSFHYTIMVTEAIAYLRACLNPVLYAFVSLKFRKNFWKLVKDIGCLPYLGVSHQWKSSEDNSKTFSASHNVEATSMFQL
# CCR6 antagonist: antagonists of human CCR6 receptor; CHO-K1 CCR6 PathHunter beta-arrestin, luminescence, CCL20-stimulated; inhibition, % at 20 µM; 0.49% of 340,000 active; AID 493098;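 active = compounds whose inhibition of the agonist-driven luminescence signal at 20 µM reaches about 50%, limit read from the data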;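 note: cells stimulated with CCL20 at 14 nM final; plate controls were DMSO with CCL20 for no effect and DMSO without agonist for full effect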
# 697 NFkB inh: inhibitors of the PMA/ionomycin-induced NF-kB reporter in 697 B cells; 697 B-cell NF-kB luciferase reporter, 16 h; inhibition, % at 4 µM; 0.33% of 330,000 active; AID 435022; in the data active = inhibition above about 35%
# EBI2 antag: antagonists of human EBI2 receptor | P32249 | EBI2 beta-arrestin recruitment, luminescence, 7a,25-OHC stimulated | inhibition, % at 5 µM | 0.81% of 360,000 active | AID 651636; in the data active = inhibition above about 38%;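 note: enzyme fragment complementation signal reports receptor beta-arrestin coupling in cells; 0% = agonist plus DMSO wells and 100% = wells without agonist; some results beyond the cut were filed as inactive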
# Target sequence (P32249 whole entry, looked up, the tested form may be a part): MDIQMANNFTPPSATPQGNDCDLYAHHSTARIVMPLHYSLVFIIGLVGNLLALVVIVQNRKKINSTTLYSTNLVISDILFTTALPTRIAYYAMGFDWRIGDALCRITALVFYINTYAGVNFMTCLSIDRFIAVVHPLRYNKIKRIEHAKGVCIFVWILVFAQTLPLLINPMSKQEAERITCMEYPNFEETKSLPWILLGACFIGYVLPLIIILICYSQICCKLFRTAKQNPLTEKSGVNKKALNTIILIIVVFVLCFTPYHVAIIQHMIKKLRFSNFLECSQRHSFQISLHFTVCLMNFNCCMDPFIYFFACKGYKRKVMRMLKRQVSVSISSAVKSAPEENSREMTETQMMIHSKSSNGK
# XBP1 UPR activ: activators of adaptive arm of unfolded protein response (XBP1). CHO-XBP1 luciferase reporter, IRE1-XBP1 UPR activation, luminescence; percent of tunicamycin response, DMSO as zero. activation, % at 20 µM. 0.33% of 330,000 active. AID 463104;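 active = versus positive control, 20 µM dose yields 30% or more activation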;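 note: 100% = tunicamycin at 10 µg/mL and 0% = DMSO only wells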
#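 Material: CHO-XBP1 cells stably carrying IRE1-XBP1-driven luciferase reporter / Amount: 1000 cells per well / Compound: 20 µM, 1% DMSO / Times: 6 h treatment, 37 °C / Detection: luciferase luminescence / Measure: % activation of reporter signal versus tunicamycin and DMSO controls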
# Gli-Sufu antag: antagonists of Gli-Sufu signaling; Sufu-KO-LIGHT fibroblasts, Gli luciferase reporter luminescence; inhibition, % at 5 µM; 0.74% of 340,000 active;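 active = inhibition above about 55%, limit read from the data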;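 note: 0% = DMSO-treated cells and 100% = wells with medium but no cells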
# CHOP UPR activ: activators of apoptotic arm of unfolded protein response (CHOP) | CHO-CHOP luciferase reporter, UPR activation, luminescence; percent of tunicamycin response over DMSO baseline | activation, % at 10 µM | 0.34% of 330,000 active | AID 449763;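 active = at 10 µM dose, activation of 40% or more, normalized to positive control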;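 note: 100% = tunicamycin at 10 µg/mL and 0% = DMSO alone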
#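 Evaluation: % reporter activation, DMSO baseline versus tunicamycin full activation; System: CHO-CHOP luciferase reporter cell line; Input: 500 cells/well; Incubation: 6 h compound treatment, 37 °C; Measured by: Steady-Glo luciferase luminescence; Dosing: one dose, 10 µM in 0.5% DMSO; Buffer or medium: F12 medium, 10% FBS; Benchmarks: positive tunicamycin 10 µg/mL, negative DMSO alone.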
# * marks the source's active call; other numbers are inactive results; . = no result given. Rows were taken by chance. Share with any hit: about 5%.
SMILES,Mdm2-MdmX inh,Jurkat NFkB inh,CXCR6 inh,CCR6 antagonist,697 NFkB inh,EBI2 antag,XBP1 UPR activ,Gli-Sufu antag,CHOP UPR activ
Cc1cc(C)c(S(=O)(=O)Nn2cnnc2)c(C)c1,26,8,-3,14,7,17,0,4,-2.6
COc1ccc(OCCN2CCN(C(=O)c3ccc(OC)c(OC)c3)CC2)cc1,0,28,-5,2,-4,4,-8,24,-0.1
CC1SCC(=O)N(CC(=O)Nc2ccc3c(c2)OCO3)C1=O (configuration not stated),1,13,-1,-3,1,1,0,-10,-3.1
COc1cc2c(cc1OC)CN(C(=O)Cn1ccccc1=O)CC2,19,4,-6,-15,21,-1,-3,8,0.3
C=CCNC(=O)c1onc(CSc2ccccc2F)c1C(=O)O,2,-11,-8,11,-18,1,1,16,-2.0
CC(C)c1nc(NCC2CCCO2)c(C#N)c2c1COC(C)(C)C2 (configuration not stated),11,4,-6,6,3,3,-1,-2,0.6
COc1ccc(C(=O)CSc2[nH]c(=O)cc(C(F)(F)F)c2C#N)cc1,-4,2,0,-4,5,-4,-1,-15,1.2
C(=N\Nc1nncc2ccccc12)/c1ccccn1,79*,-17,10,-10,-82,-24,-10,36,0.5
CCCC(=O)N1CCCC(C(=O)c2cccc(OC(C)C)c2)C1 (configuration not stated),.,.,8,-2,.,11,.,-33,.
O=[N+]([O-])c1ccc(NC(=S)NCCc2ccc(F)cc2)cc1,86*,1,-3,33,-16,14,4,11,-0.2
CCn1c(-c2cc(-c3ccc(C)cc3)nc3ccccc23)n[nH]c1=S,10,-7,-3,3,-14,2,6,-6,2.3
COc1ccccc1N(C)S(=O)(=O)c1ccc(C(=O)Nc2nc(C)cs2)cc1,-8,-3,4,3,-18,1,-3,4,-2.4
CC1CCCN(Cc2cnc(Cl)s2)C1 (configuration not stated),25,4,-7,2,14,-6,-3,5,1.7
Cn1c(=O)c2c(nc(SCc3ccccc3)n2Cc2ccc(Cl)cc2)n(C)c1=O,18,7,14,31,-23,20,0,11,2.2
COCCNc1nc2c(c(=O)n(Cc3cccc(Br)c3)c(=O)n2C)n1C,11,-11,-7,-8,-6,3,-2,-22,-0.3
Cc1cc(C(=O)OCCO)c(C#N)c(N)n1,10,0,-4,16,23,-8,2,4,-1.2
COc1ccc(-n2nc3c(c2NC(=O)c2ccco2)CS(=O)(=O)C3)cc1,16,5,-4,9,-22,-7,-5,-7,-2.7
COc1ccc(C(=O)NC(=S)N(Cc2ccccc2)Cc2ccccc2)cc1,30,-1,8,-18,-34,13,5,-8,4.4
O=C(/C=C/c1ccc(Cl)cc1Cl)Nc1cccc(S(=O)(=O)NC2=NCCCCC2)c1,-10,-5,-4,15,-18,7,2,-16,5.4
CC1(c2cccc(Br)c2)NC(=O)N(CC(=O)Nc2ccc(F)cc2)C1=O (configuration not stated),-1,0,1,3,-10,-14,1,32,0.9
CC(=O)Nc1cccc(-c2nc3ccccc3[nH]2)c1,0,-1,0,-5,23,2,-1,-5,1.6
COC(=O)Cn1cc(/C=C/c2cc[n+](C)cc2)c2ccccc21,7,-6,-16,7,12,-3,-5,19,3.4
CCN(C(=O)COC(=O)c1ccccc1NCCO)c1cccc2ccccc12,13,-15,-8,7,-27,-9,0,-3,0.0
O=C(Nc1cc(C(F)(F)F)cc(C(F)(F)F)c1)Nc1cnn(-c2ccc([N+](=O)[O-])cc2)c1C(F)(F)F,100*,13,-1,6,-33,-5,17,55*,25
COc1cc2c(cc1OC)C(c1ccccc1[N+](=O)[O-])N(C(C)=O)CC2 (configuration not stated),11,-4,4,7,2,2,-1,6,-0.2
CCOc1ccc(C(O)(CCC(C)C)C(CN2CCOCC2)c2ccccc2)cc1 (configuration not stated),21,22,17,19,11,8,0,-11,-1.6
Cc1ccc(C(=O)Nc2cccc(C(=O)N/N=C/c3ccc(O)cc3)c2)cc1,11,16,-8,9,-87,-2,-4,-37,-0.6
CCOC(=O)CSc1ccc(C(=O)NCCN2CCOCC2)cc1[N+](=O)[O-],-16,4,2,7,1,8,4,-4,-0.8
O=C(NN1CCCCC1)c1ccccc1,27,6,-10,3,0,-15,-1,-3,-2.2
COc1cccc(C2c3[nH]c4ccccc4c3C[C@H]3C(=O)N(C4CCN(Cc5ccccc5)CC4)CC(=O)N23)c1 (some centres not stated),42,25,14,0,13,37,3,5,1.7
CCOc1ccc(C(=O)CCc2nc3ccccc3s2)cc1,17,-3,9,15,-38,9,0,2,1.2
O=C(NCc1ccc(F)cc1)c1c2c(nc3ccccc13)CCC2,12,6,-6,7,6,3,-1,-21,1.4
CN1CCN(S(=O)(=O)c2ccc(Nc3ccc(F)cc3)nc2)CC1,19,2,6,1,-3,0,1,2,1.0
Cc1cc(C)c2c(=O)[nH]c(SCC(=O)NCc3ccccc3)nc2n1,16,19,-4,-10,8,5,0,4,-0.5
CC(C)n1c(-c2ccccc2)nc(=S)c2c1CCCC2,9,-11,.,.,-13,.,-1,.,-1.9
COCCNC(=O)CN1C(=O)CC(C)(C)S(=O)(=O)c2ccccc21,9,-1,-1,-5,15,-7,-1,-1,-2.6
CCc1nc2sc3c(=O)[nH]cnc3c2c2c1CSC(C)(C)C2,18,10,-6,6,-5,12,6,6,-0.2
COCCN(CCOC)c1nc(-c2ccc(Cl)cc2)nc2ccccc12,16,-2,-10,10,-11,14,-7,12,-0.8
Cn1c(=O)oc2cc(S(=O)(=O)N3CCN(c4cccc(Cl)c4)CC3)ccc21,6,-1,-8,-3,15,2,7,-9,1.6
COCC(=O)Nc1cc(Cl)ccc1C,10,-10,0,9,6,3,-2,7,-1.8
CC(C)c1nc(NCCO)c2nnn(Cc3ccccc3)c2n1,-13,-9,0,-7,-11,-3,5,-8,-0.6
CSc1c(CN2CCN(C)CC2)c2ccccc2n1C,3,-11,0,-3,-14,13,2,8,1.3
Cc1coc(NC(=O)CSc2nc(-c3ccc(Cl)cc3)cc(C(F)(F)F)c2C#N)n1,44,11,-1,6,1,17,-1,13,-1.1
CC(=O)c1ccc(N2CCN(C(=O)C(=O)c3c(C)[nH]c4ccccc34)CC2)cc1,17,-7,-3,-4,-11,-1,-2,12,1.5
COc1ccc(C(NC(=O)c2ccc(-c3ccccc3)cc2)c2ccccc2)cc1 (configuration not stated),47,11,-12,5,-66,14,5,10,7.4
COc1ccc(-n2c(=O)/c(=C\c3cccs3)s/c2=C(/C#N)C(=O)N2CCN(C)CC2)cc1,12,-8,8,14,20,0,-2,57*,-0.8
O=C(CCOc1ccccc1)Nc1ccc(S(=O)(=O)N2CCCC2)cc1,16,-20,-8,21,-51,6,3,3,-0.6
Cc1cc(=O)oc2cc(OC(=O)c3nn(C(C)C)c(=O)c4ccccc34)ccc12,-1,14,12,-9,31,-22,-4,-2,0.8
COC(=O)COc1ccc2cccc(-n3cnnn3)c2c1,4,4,-3,-2,-5,-7,-1,-1,-0.1
O=C(Nn1cnnc1)c1cc(Cl)ccc1Cl,-21,-9,2,-2,-14,2,-1,0,-0.7

# Shown with values under each structure: 16 of the compounds above.
# Every second line gives: Mdm2-MdmX inh	Jurkat NFkB inh	CXCR6 inh	CCR6 antagonist	697 NFkB inh	EBI2 antag	XBP1 UPR activ	Gli-Sufu antag	CHOP UPR activ
CC(C)n1c(-c2ccccc2)nc(=S)c2c1CCCC2
 : 9	-11	.	.	-13	.	-1	.	-1.9
COCCNC(=O)CN1C(=O)CC(C)(C)S(=O)(=O)c2ccccc21
 : 9	-1	-1	-5	15	-7	-1	-1	-2.6
CCc1nc2sc3c(=O)[nH]cnc3c2c2c1CSC(C)(C)C2
 : 18	10	-6	6	-5	12	6	6	-0.2
COCCN(CCOC)c1nc(-c2ccc(Cl)cc2)nc2ccccc12
 : 16	-2	-10	10	-11	14	-7	12	-0.8
Cn1c(=O)oc2cc(S(=O)(=O)N3CCN(c4cccc(Cl)c4)CC3)ccc21
 : 6	-1	-8	-3	15	2	7	-9	1.6
COCC(=O)Nc1cc(Cl)ccc1C
 : 10	-10	0	9	6	3	-2	7	-1.8
CC(C)c1nc(NCCO)c2nnn(Cc3ccccc3)c2n1
 : -13	-9	0	-7	-11	-3	5	-8	-0.6
CSc1c(CN2CCN(C)CC2)c2ccccc2n1C
 : 3	-11	0	-3	-14	13	2	8	1.3
Cc1coc(NC(=O)CSc2nc(-c3ccc(Cl)cc3)cc(C(F)(F)F)c2C#N)n1
 : 44	11	-1	6	1	17	-1	13	-1.1
CC(=O)c1ccc(N2CCN(C(=O)C(=O)c3c(C)[nH]c4ccccc34)CC2)cc1
 : 17	-7	-3	-4	-11	-1	-2	12	1.5
COc1ccc(C(NC(=O)c2ccc(-c3ccccc3)cc2)c2ccccc2)cc1 (configuration not stated)
 : 47	11	-12	5	-66	14	5	10	7.4
COc1ccc(-n2c(=O)/c(=C\c3cccs3)s/c2=C(/C#N)C(=O)N2CCN(C)CC2)cc1
 : 12	-8	8	14	20	0	-2	57*	-0.8
O=C(CCOc1ccccc1)Nc1ccc(S(=O)(=O)N2CCCC2)cc1
 : 16	-20	-8	21	-51	6	3	3	-0.6
Cc1cc(=O)oc2cc(OC(=O)c3nn(C(C)C)c(=O)c4ccccc34)ccc12
 : -1	14	12	-9	31	-22	-4	-2	0.8
COC(=O)COc1ccc2cccc(-n3cnnn3)c2c1
 : 4	4	-3	-2	-5	-7	-1	-1	-0.1
O=C(Nn1cnnc1)c1cc(Cl)ccc1Cl
 : -21	-9	2	-2	-14	2	-1	0	-0.7

# Further records follow:
SMILES,Mdm2-MdmX inh,Jurkat NFkB inh,CXCR6 inh,CCR6 antagonist,697 NFkB inh,EBI2 antag,XBP1 UPR activ,Gli-Sufu antag,CHOP UPR activ
COc1ccc(NC(=O)CN(C)C(=O)CCC(=O)c2ccc(C)cc2)cc1,2,-11,0,23,6,-13,-2,-11,-0.8
O=C(NCCSc1ccccc1)c1ccccc1,-215,-145,-2,2,-219,-3,-1,-91,4.2
CN(C(=O)COC(=O)c1ccccc1C(=O)N(C)c1ccccc1)c1ccccc1,16,14,-7,3,13,-1,-4,-2,0.0
CCN(CC(=O)Nc1ccccc1C(F)(F)F)C(=O)CN1C(=O)NC(C)(c2ccccc2)C1=O (configuration not stated),31,7,-8,-4,-5,-5,9,-5,-0.8
COc1ccc(Cl)cc1C(=O)n1cnc2ccccc21,7,-1,3,-4,-1,-13,-3,-9,-0.2
COc1ccc(C(=O)NC2CCCc3ccccc32)cc1Br (configuration not stated),0,28,12,12,9,4,-3,-6,0.3
COC(=O)c1cc(NC(=O)c2cccnc2)ccc1N1CCOCC1,23,7,-1,3,-7,0,1,3,0.8
Cc1ccc(-c2nnc(CCC(=O)N(C)Cc3nccs3)o2)s1,-55,-11,2,-1,-8,-3,-1,-9,4.8

# Screening results deposited in PubChem by Sanford-Burnham Center for Chemical Genomics.
